KCNK3 block = human KCNK3 channel inhibition, primary screen. O14649. CHO-KCNK3 thallium flux, FluxOR fluorescence; hits give low values. B-score at 10 µM. hit rate 0.84% among 340,000. AID 602410;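 active = B-score under library mean minus 4 SD, starting fluorescence ratio at most library mean plus 5 SD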;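 also: more negative B-score means stronger inhibition of thallium flux through KCNK3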
Target sequence (O14649 whole entry, looked up): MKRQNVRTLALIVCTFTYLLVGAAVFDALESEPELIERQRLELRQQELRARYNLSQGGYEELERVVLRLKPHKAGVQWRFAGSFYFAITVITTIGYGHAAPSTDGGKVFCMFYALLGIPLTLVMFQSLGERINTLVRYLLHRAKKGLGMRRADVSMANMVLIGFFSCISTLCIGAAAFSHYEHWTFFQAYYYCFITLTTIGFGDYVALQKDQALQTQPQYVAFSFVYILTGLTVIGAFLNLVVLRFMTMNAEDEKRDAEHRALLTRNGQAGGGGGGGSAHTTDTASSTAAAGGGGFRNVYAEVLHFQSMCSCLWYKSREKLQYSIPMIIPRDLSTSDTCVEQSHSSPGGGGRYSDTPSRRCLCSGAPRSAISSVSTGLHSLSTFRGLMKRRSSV
KCNQ1 inh = inhibitors of human KCNQ1 potassium channel | P51787 | CHO-K1 KCNQ1, FluxOR thallium flux fluorescence; hits give high values | B-score at 10 µM | hit rate 1.3% among 310,000 | AID 2642;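 active = compounds whose thallium flux B-score, printed positive for inhibition, exceeds three library SD while starting fluorescence stays within three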;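 also: channel opened by potassium depolarization with thallium stimulus after 20 min compound exposure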
RGS4 pot = potentiators or activators of RGS4 | HEK293 M3R/inducible RGS4, carbachol calcium flux Fluo4; hits give low values | B-score at 10 µM | AID 463111 | hit rate 0.92% among 310,000;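 active = B-score of the integrated calcium signal more than 4 SD below the library mean, with starting fluorescence not abnormally high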;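 also: negative B-score means reduced calcium response which marks RGS4 activation or potentiation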
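Assay system: HEK293 FlpIn-TREx cells, stable M3R, doxycycline-inducible RGS4 / Probe or stimulus: carbachol, ECmax concentration / Times: overnight RGS4 induction, 30 min dye load 37 °C, 20 min compound RT / Signal: kinetic calcium fluorescence imaging with Fluo4-AM dye, 2 µM / Measure: Agonist-evoked peak-minus-minimum fluorescence over baseline, integrated ratio, B score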
KCNK9 inh = human KCNK9 channel inhibition; HEK293 KCNK9, FluxOR thallium flux fluorescence; hits give low values; Q9NPC2; B-score at 10 µM; hit rate 1.2% among 310,000;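 active = ratio B-score over 3 SD below the library mean, with starting fluorescence within 5 SD of its mean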;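 also: negative B-score means less thallium flux so channel inhibition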
Dyrk1A ADPGlo = inhibitors of rat Dyrk1A kinase. Q63470. ADP-Glo luminescence, NFATc1 peptide. inhibition, % at 12.5 µM. hit rate 0.43% among 310,000; in the data active = inhibition above about 50%;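 also: plate controls were vehicle with enzyme for no effect and no enzyme for full effect; many of its hits are not listed in these tables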
RGS4 block = human RGS4 inhibition. hit rate 0.45% among 310,000. P49798. B-score at 10 µM. HEK293 M3R/RGS4 inducible, Fluo-4 calcium flux; hits give high values; triggered by carbachol at its EC20;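 active = B-score, a plate-corrected calcium signal, over three deviations above library mean, with baseline fluorescence within five deviations of library mean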;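 also: RGS4 expression induced by doxycycline in cells with stable M3 receptor; B-score is computed from the integrated fluorescence ratio over baseline after carbachol; higher B-score means a larger calcium signal and so more RGS4 inhibition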
Target sequence (P49798 whole entry, looked up): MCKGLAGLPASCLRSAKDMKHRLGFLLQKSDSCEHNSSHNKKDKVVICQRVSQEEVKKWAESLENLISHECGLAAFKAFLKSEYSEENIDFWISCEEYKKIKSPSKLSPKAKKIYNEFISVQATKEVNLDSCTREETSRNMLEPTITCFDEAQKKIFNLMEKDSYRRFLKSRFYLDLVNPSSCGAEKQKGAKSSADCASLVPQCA
GSK3A inh = blocks human GSK-3 alpha kinase; P49840; ADP-Glo luminescence, 60 min; inhibition, % at 10 µM; hit rate 0.1% among 320,000;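 in the data active = inhibition above about 50%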;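 also: GST-tagged GSK-3 alpha with peptide substrate and 25 µM ATP; 0% = DMSO neutral wells and 100% = GW8510 positive control wells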
Target sequence (P49840 whole entry, looked up): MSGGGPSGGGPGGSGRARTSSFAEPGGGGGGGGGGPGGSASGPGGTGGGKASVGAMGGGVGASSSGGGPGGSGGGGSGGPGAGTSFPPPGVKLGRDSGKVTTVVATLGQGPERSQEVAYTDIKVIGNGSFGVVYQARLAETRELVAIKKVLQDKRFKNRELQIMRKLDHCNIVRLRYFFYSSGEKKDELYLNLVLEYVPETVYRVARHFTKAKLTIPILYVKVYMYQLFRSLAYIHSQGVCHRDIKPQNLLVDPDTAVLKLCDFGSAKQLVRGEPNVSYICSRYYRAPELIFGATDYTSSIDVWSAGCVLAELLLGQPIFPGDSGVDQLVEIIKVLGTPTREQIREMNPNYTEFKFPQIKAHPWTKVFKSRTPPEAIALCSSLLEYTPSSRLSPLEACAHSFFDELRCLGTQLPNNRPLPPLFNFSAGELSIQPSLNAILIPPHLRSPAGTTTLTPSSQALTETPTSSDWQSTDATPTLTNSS
GSK3B inh = human GSK3beta kinase inhibition | AID 2097 | GST-GSK3beta kinase, ADP-Glo luminescence, 60 min; hits give low values | hit rate 0.038% among 300,000 | activity score (negative = inhibition), % at 10 µM;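 active = more than half of replicate wells score below -50%, meaning over 50% inhibition versus plate controls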;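 also: 0% = median DMSO wells and -100% = median GW8510 positive control wells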
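Test system: GST-fused GSK3beta enzyme, cell-free | Quantity: 1.6 ng GST-GSK3beta enzyme per well | Reagent: 25 µM ATP with peptide substrate | Schedule: 60 min enzyme reaction, room temperature | Signal: Luminescent ADP-Glo measurement of ADP formed | Read-out basis: Score relative to plate controls | Control set: DMSO and 20 µM GW8510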
PolyA inhibitor = inhibitors of polyadenylation in S. cerevisiae. S. cerevisiae SKY197-pL101 polyadenylation reporter, beta-gal luminescence; efflux-impaired pdr1/pdr3 knockout yeast; score 100 = 6 SD above DMSO. calls only at 12 µM. hit rate 0.02% among 300,000;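 active = lowest replicate activity score at least 50, where 100 means six control SD above control mean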;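 also: yeast exposed to compound for 9 h at 30 °C; higher score means more reporter readthrough which indicates perturbed polyadenylation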
KCNQ1 act = potentiators or activators of human KCNQ1 potassium channel; P51787; CHO-K1 KCNQ1, thallium flux FluxOR fluorescence; hits give high values; B-score at 10 µM; hit rate 0.35% among 310,000; AID 2648;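 active = fluorescence ratio B-score, a plate-corrected score, at least three library SD, with initial intensity B-score within 5 SD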
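Assay system: CHO-K1 cells stably expressing KCNQ1; Medium: assay buffer with matched DMSO; Also added: K+/Tl+ depolarizing stimulus; Dosing: single dose; Timing: dye 90 min, compound 20 min, room temperature; Measured by: kinetic FluxOR thallium fluorescence, 10-s 1-Hz baseline, 110-s post-stimulus read; Read-out: peak-minus-minimum fluorescence over initial fluorescence, negative-control normalized, B-scored.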
hERG protect = hERG (human) protection from proarrhythmic block; hit rate 0.51% among 310,000; CHO-hERG, FluxOR thallium flux, dofetilide IC70 present; activation (rescue from dofetilide block), less the hit threshold, % at 10 µM; Q12809;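 active = activation above the mean of controls blocked by dofetilide plus 5 SD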;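 also: thallium influx through hERG after potassium depolarization seen as dye fluorescence rise; in these data hits start at about 4.7%; inactives centre near -7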
Active calls of the source: *; i = inactive; / = not tested or not shown.

SMILES	KCNK3 block	KCNQ1 inh	RGS4 pot	KCNK9 inh	Dyrk1A ADPGlo	RGS4 block	GSK3A inh	GSK3B inh	PolyA inhibitor	KCNQ1 act	hERG protect
Cc1ccc(C(=O)N/N=C2\CCCc3ccccc32)c(C)c1	i	i	i	i	/	i	-2	-25	i	i	-11
O=C(/C=C/c1ccccc1)c1ccccc1	i	i	i	i	-1	i	-6	2	i	i	-10
COC(=O)c1ccc(-c2csc(NC(=O)c3ccc(S(=O)(=O)N4CCc5ccccc5C4)cc3)n2)cc1	i	i	i	i	1	i	-1	2	i	i	-3
Cn1cc(S(=O)(=O)N2CCC(C(N)=O)CC2)c(=O)n(C)c1=O	i	i	i	i	1	i	0	-1	i	i	-8
O=C(NCc1nc2ccccc2[nH]1)c1cccs1	i	i	i	i	0	i	-1	-2	i	i	-3
Cc1ccc(-c2noc(Cn3nc(C(=O)O)c4ccccc4c3=O)n2)cc1	i	i	i	i	4	i	-4	-3	i	i	-10
CC(=O)OCC(OC(C)=O)C(OC(C)=O)C(OC(C)=O)C(=O)Nc1ccc(C)cc1C (configuration not stated)	i	i	i	i	7	i	-3	1	i	i	-12
Cc1cc(C)c(Cn2c3ccccc3c3cnn(CC(=O)NCCN4CCOCC4)c(=O)c32)c(C)c1	i	i	i	i	3	i	4	1	i	i	-9
N=C1C(c2nc3ccccc3[nH]2)=C(O)CN1NC(=O)COc1cccc(F)c1	/	i	i	i	/	i	1	4	i	i	-4
O=C(c1cnccn1)N(Cc1ccco1)C1(C(=O)NC2CCCCC2)CCCCC1	i	i	i	i	-9	i	-2	-1	i	i	-7
CC(C(=O)NCc1ccccc1)N1CCN(c2ccc(F)cc2)CC1 (configuration not stated)	i	i	i	i	1	i	1	-2	i	i	-6
O=C(NCc1ccc(F)cc1)c1cc(-c2ccco2)on1	i	i	i	i	2	i	0	1	i	i	-12
C=CCn1c(-c2ccccc2OCC)n[nH]c1=S	i	6*	i	i	-4	i	0	-4	i	i	-14
O=C(c1ccccc1)c1nn(-c2ccc(Cl)cc2)c(=O)cc1C(F)(F)F	i	i	i	i	5	i	2	0	i	i	-22
COC(=O)[C@H]1Cc2cnoc2C[C@]1(C)C(=O)O	i	i	i	i	-4	i	0	1	i	i	-8
c1ccc(-c2noc(-c3ccno3)n2)nc1	i	i	i	i	3	i	-3	0	i	i	-5
Cc1nn(Cc2ccccc2Cl)c(C)c1NC(=O)C1C2CCC(O2)C1C(=O)O (configuration not stated)	i	i	i	i	-7	i	/	-1	i	i	-6
CC(C)C[C@H](NC(=O)OC(C)(C)C)C(=O)N[C@@H](CO)[C@H](O)[C@@H]1C[C@@H]1C(=O)NC1CCCCC1	i	i	i	i	-8	i	2	-3	i	i	-3
Cc1ccc(NC(=O)CN2C(=O)NC3(CCc4ccccc43)C2=O)cc1Cl (configuration not stated)	i	i	i	i	-5	i	0	0	i	i	-14
O=C(c1ccccc1)N1CCCC(C(=O)N2CCc3ccccc3C2)C1 (configuration not stated)	i	i	i	i	-1	i	-3	3	i	i	-8
CCN(CC(=O)NC(c1ccccc1)c1ccccc1)Cc1nc2ccccc2c(=O)[nH]1	i	i	i	i	-4	i	/	-1	i	i	-15
Cc1ccoc1C(=O)Nc1cccc(Oc2ccccc2)c1	i	/	/	/	1	/	-3	-1	i	/	/
Cc1ccc(Cl)cc1S(=O)(=O)N1CCC(C(=O)NC2CCN(Cc3ccccc3)CC2)CC1	i	i	i	i	-10	i	-3	1	i	i	-13
CN(C)C(=O)CNc1n[nH]c(=S)[nH]c1=O	i	i	i	i	1	i	3	1	i	i	-5
CSc1ccc(NC(=O)Nc2cc(C)ccn2)cc1	i	i	i	i	3	i	-2	-1	i	i	0
CCOc1ccc(N(CC(=O)NCc2ccc(F)cc2)C(=O)c2snc(C(N)=O)c2N)cc1	i	i	i	i	-3	i	-1	-3	i	i	-1
CN(CC(=O)Nc1ccccc1C(F)(F)F)C(=O)Cc1ccccc1F	i	i	i	i	-7	i	-1	/	i	i	-10
CC(C)n1c(-c2ccccc2F)n[nH]c1=S	i	i	i	i	10	i	3	-5	i	i	-4
Cc1cc2oc(C(=O)NC3CCS(=O)(=O)C3)c(C)c2cc1C (configuration not stated)	i	i	i	i	-1	i	1	0	i	i	-13
CN1CCN(CCCc2c3c(cc4c2CCC4)CCC3)CC1	i	i	i	i	-6	i	-1	1	i	i	-8
CC(NC(=O)c1ccc2ccccc2n1)c1ccccc1 (configuration not stated)	i	i	i	i	16	i	-2	2	i	i	-3
CN(C)CCCNc1nc(N)c([N+](=O)[O-])c(NCCO)n1	i	i	i	i	15	i	50*	-25	i	i	-13
O=C1CCCC2=C1C(c1cccc(O)c1)C1=C(N2)c2ccccc2C1=O (configuration not stated)	i	i	i	i	/	i	-1	-2	i	i	-14
COc1ccc(C(=O)NC(=S)NNC(=O)c2ccc(C)cc2)cc1	i	i	-7.3*	i	/	i	1	0	i	13*	-6
O=C(NCc1ccncc1)C(=O)Nc1nccs1	i	i	i	i	-2	i	0	0	i	i	-9
COc1ccc(N=NC2=C(O)CC(C)(C)CC2=O)cc1	i	i	i	i	7	i	-3	-2	i	i	-9
CN(CC(=O)NCCCN1CCOCC1)S(=O)(=O)c1ccc(Br)cc1	i	i	i	i	5	i	0	-1	i	i	-3
CCCCNC(=O)CSc1nnc(-c2ccco2)n1C	i	i	i	i	2	i	0	1	i	i	-6
Cc1cnnc2ccc3c(no[n+]3[O-])c12	i	i	i	i	0	i	6	-3	i	i	-2
CCC1(c2ccccc2)NC(=O)N(CC(=O)Nc2ccc(OC)nc2)C1=O (configuration not stated)	i	i	i	i	-1	i	1	1	i	i	-28
Cc1nc2ccccc2c(=O)n1-c1ccc(F)c(NC(=O)c2cccs2)c1	i	i	i	i	7	i	3	-24	i	i	-9
NC(=O)C1CCN(CC(=O)Nc2ccccc2Sc2ccccc2)CC1	i	i	i	i	7	i	3	2	i	i	-5
CNS(=O)(=O)c1cc(-c2nnc(Nc3ccc(NC(C)=O)cc3)c3ccccc23)ccc1C	i	i	i	i	0	i	-4	-2	i	i	-4
C=CCn1c(N2CCCCCC2)nc2c1c(=O)[nH]c(=O)n2C	i	i	i	i	-1	i	6	1	i	i	2
O=C(Cc1cc(=O)[nH]c(=O)[nH]1)NCc1ccc(Cl)cc1	i	i	i	i	1	i	1	2	i	i	-12
CCCCN(C(=O)CSc1n[nH]c(-c2ccc(C)cc2)n1)c1c(N)n(CCCC)c(=O)[nH]c1=O	i	i	i	i	-7	i	0	0	i	i	-10
O=C(NCc1ccco1)/C(=C\c1ccco1)NC(=O)c1ccccc1Cl	i	i	i	i	3	i	-1	2	i	i	-3
Fc1cccc(-c2nn[nH]n2)c1	i	i	i	i	-3	i	3	1	i	i	-7
CN(C(=O)c1ccc(COc2ccccc2Br)o1)c1ccccc1	i	i	i	i	-3	i	0	1	i	i	-9
O=C(O)c1ccc(/C=N/Nc2ccc(C(F)(F)F)cn2)cc1	i	i	i	i	54*	i	/	-42	/	i	-5
CN(Cc1cn(C)nc1-c1ccccc1F)Cc1nccn1C	i	i	i	i	-2	i	-2	3	i	i	-4
Cc1ccc(-n2nnnc2SCC(=O)NC2CCCc3ccccc32)cc1 (configuration not stated)	i	i	i	i	3	i	-1	4	i	i	-5
CC1=NN(c2ccccc2)C(=O)C1C(=O)c1ccc([N+](=O)[O-])cc1 (configuration not stated)	i	i	i	i	-1	i	-1	1	i	i	1
COc1ccc(CNC(=S)NC(C)CCc2ccccc2)cc1 (configuration not stated)	i	i	i	i	9	i	1	3	i	i	-13
COc1ccc(NC(=O)c2cc3ccccc3oc2=O)c(OC)c1	i	i	i	i	-2	i	1	-8	i	i	-7
C=CCn1c(-c2cc(-c3ccc(C)cc3)nc3ccccc23)n[nH]c1=S	i	i	i	i	-2	i	0	4	i	i	5.8*
COc1ccc(S(=O)(=O)N2CCCC(C(=O)NCCC(C)C)C2)cc1 (configuration not stated)	i	i	i	i	6	i	1	-1	i	i	-1
CC(=O)Nc1ccc(S(=O)(=O)NC2=C(N3CCN(c4ccc(F)cc4)CC3)C(=O)c3ccccc3C2=O)cc1	i	i	i	i	2	i	0	-2	/	i	-12
CCc1nc(SCC(=O)Nc2nccs2)c2oc3ccccc3c2n1	i	i	i	i	4	i	3	4	i	i	-15
COCCCNS(=O)(=O)c1ccccc1	i	i	i	i	-6	i	-1	1	i	i	-6
Other entries.
SMILES	KCNK3 block	KCNQ1 inh	RGS4 pot	KCNK9 inh	Dyrk1A ADPGlo	RGS4 block	GSK3A inh	GSK3B inh	PolyA inhibitor	KCNQ1 act	hERG protect
CC(=O)NCCc1nc2cc(NC(=O)c3cccs3)ccc2n1C	i	i	i	i	1	i	-2	-2	i	i	-9
COC(=O)c1cnc(Nc2cccc(C(F)(F)F)c2)c([N+](=O)[O-])c1	i	i	i	i	-1	i	8	2	i	i	-12
CCOc1ccc2nc(NC(=O)CN3CCN(CC)CC3)sc2c1	i	i	i	i	/	i	-2	-4	i	i	-3
COc1ccc(Cc2nnc(SCC(=O)Nc3ccc(N4CCOCC4)cc3)o2)cc1	i	i	i	i	-6	i	0	-6	i	i	-1
Cc1c(NC(=O)/C(C#N)=C/c2c(Oc3ccccc3)nc3ccccn3c2=O)c(=O)n(-c2ccccc2)n1C	i	i	i	i	5	i	0	0	i	i	-15
O=C1CCC/C1=c1\s/c(=C\c2cccnc2)c(=O)n1-c1ccccc1	i	i	i	i	0	i	1	-3	i	i	-6
CC1(C)CC(=O)C2=C(C1)NC(Nc1nc3ccccc3o1)=NC21CCCCC1	i	i	i	i	1	i	1	-2	i	i	0
Cc1cc(OC(=O)c2ccc(S(=O)(=O)N3CCCC3)cc2)c([N+](=O)[O-])c(=O)[nH]1	i	i	i	i	1	i	0	1	i	i	-6

High-throughput results as filed in PubChem.

Only part of the results is shown. The share of hits here may be higher or lower than overall.
